Screening data deposited in PubChem by several laboratories.
PDI turbidity: PDI (human) enzyme inhibition. 350,000 tested, 0.052% active. AID 588391. P07237. PDI insulin aggregation turbidity, A650, 90 min. inhibition, % at 10 µM;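 active = mean inhibition across replicates of 30% or more, whatever share of single replicates reach that level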;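 also: absorbance from insulin aggregation driven by PDI reduction with DTT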
Target sequence (P07237 whole entry, looked up): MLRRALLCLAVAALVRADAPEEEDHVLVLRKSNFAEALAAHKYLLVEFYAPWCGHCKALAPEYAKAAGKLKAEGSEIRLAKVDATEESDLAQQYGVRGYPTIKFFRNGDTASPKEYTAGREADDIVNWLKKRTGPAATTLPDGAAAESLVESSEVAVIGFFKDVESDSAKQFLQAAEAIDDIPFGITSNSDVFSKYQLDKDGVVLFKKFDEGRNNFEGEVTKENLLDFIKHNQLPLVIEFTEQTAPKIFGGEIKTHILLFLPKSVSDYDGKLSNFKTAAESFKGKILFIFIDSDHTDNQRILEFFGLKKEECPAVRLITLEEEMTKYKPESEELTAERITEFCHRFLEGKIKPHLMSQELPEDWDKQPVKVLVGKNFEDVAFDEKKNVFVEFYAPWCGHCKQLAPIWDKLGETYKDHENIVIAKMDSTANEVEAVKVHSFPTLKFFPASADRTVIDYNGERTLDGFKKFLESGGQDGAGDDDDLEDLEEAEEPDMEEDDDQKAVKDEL
CaV13 ICDI inh: Disruptors of the CACNA1D IQ motif to Ca2+-dependent inactivation inhibitor domain association, primary screening, Förster resonance energy transfer in intact living …. HEK cells, CFP/YFP FRET ICDI-IQ, plate reader, 10 min; percent FRET-ratio fall versus neutral wells. inhibition, % at 12.3 µM. 340,000 tested, 0.098% active;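 active = mean replicate inhibition of at least 30% and at least 1% of replicates passing that level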;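 also: 0% = median of the neutral control wells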
hiPSC survival: increases survival of single human iPS cells; hiPSC single-cell survival, ATPlite luminescence; 100% = ROCK inhibitor wells, 0% = DMSO; survival enhancement, % at 20 µM; 360,000 tested, 0.044% active; AID 602274; in the data active = survival enhancement above about 18%;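 also: cells exposed to compounds for 16 hours before the ATP read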
ABCB6 inh MLPCN: human ABCB6 transporter inhibition. 360,000 tested, 0.19% active. Q9NP58. fluorescence ratio to DMSO, % at 10 µM. AID 602162. K562-ABCB6 porphyrin accumulation, flow cytometry, 1 h; stronger effect = lower value;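 active = fluorescence ratio to DMSO below 75%, the collection mean minus 3 SD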;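 also: signal is porphyrin accumulated inside mitochondria; 100% equals median channel fluorescence of DMSO control wells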
Vif inh: HIV Vif inhibition; HEK293T cells, Vif self-association by quenched fluorescence, imaging, 24 h; inhibition, % at 7.49 µM; 340,000 tested, 0.35% active; in the data active = inhibition above about 50%, passing the limit was not always enough; also: some results filed as inactive read as strong as hits
N-glyco inh: blocks N-linked glycosylation in D54 reporter cells; D54 ERlucT glycosylation luciferase reporter, 24 h; percent of 100 nM tunicamycin response; AID 588692; reporter increase, % at 12.5 µM; 360,000 tested, 0.23% active;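 active = mean luciferase reporter signal, scaled so untreated is 0 and the glycosylation-blocking control 100, at or above a set limit in every replicate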;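 also: luciferase carries N-glycosylation sites so blocking glycosylation raises the light; 0% = median of neutral control wells and 100% = median of 100 nM tunicamycin wells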
Granule exo inh: lytic granule exocytosis inhibition; TALL-104 LAMP-1 surface exposure, flow cytometry; cells stimulated with thapsigargin and PMA; inhibition, % at 10 µM; 360,000 tested, 0.66% active;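 active = inhibition above about 55%, limit read from the data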
H9c2 protect: modulators protecting cardiomyocytes from myocardial damage. protection from H2O2 cell death, % at 20 µM. AID 588492. 360,000 tested, 0.63% active. H9c2 cardiomyocytes, H2O2 injury protection, ATPLite, 2 h;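 active = compounds giving at least 50% protection of heart cells from peroxide-induced death in the single-dose screen, raw or plate-pattern-corrected value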;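 also: 0% = DMSO wells with peroxide and 100% = DMSO wells without peroxide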
aDG glyco up: alpha-DG glycosylation activation; 360,000 tested, 0.22% active; AID 624168; activation, % at 10 µM; Pro5-aDG cells, alpha-DG glycosylation AlphaScreen (IIH6); 0% Pro5, 100% B10-LARGE cell signal;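 active = activation of at least 8% versus controls, or a plate z-score of at least 8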;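 also: Pro5 are CHO cells carrying HIG-tagged alpha-DG that lacks glycosylation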
HTR2A ag: activates the mouse 5-HT2A serotonin receptor; 360,000 tested, 0.66% active; P35363; activation, % at 7.6 µM; CHO-K1 mHTR2A beta-arrestin complementation, luminescence; percent of 30 µM serotonin response;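 active = activation above a run cutoff, the mean activation of all tested compounds plus 3 SD, cut at about 14% in these data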;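 also: 0% = plate median of compound wells and 100% = 30 µM serotonin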
Target sequence (P35363 whole entry, looked up): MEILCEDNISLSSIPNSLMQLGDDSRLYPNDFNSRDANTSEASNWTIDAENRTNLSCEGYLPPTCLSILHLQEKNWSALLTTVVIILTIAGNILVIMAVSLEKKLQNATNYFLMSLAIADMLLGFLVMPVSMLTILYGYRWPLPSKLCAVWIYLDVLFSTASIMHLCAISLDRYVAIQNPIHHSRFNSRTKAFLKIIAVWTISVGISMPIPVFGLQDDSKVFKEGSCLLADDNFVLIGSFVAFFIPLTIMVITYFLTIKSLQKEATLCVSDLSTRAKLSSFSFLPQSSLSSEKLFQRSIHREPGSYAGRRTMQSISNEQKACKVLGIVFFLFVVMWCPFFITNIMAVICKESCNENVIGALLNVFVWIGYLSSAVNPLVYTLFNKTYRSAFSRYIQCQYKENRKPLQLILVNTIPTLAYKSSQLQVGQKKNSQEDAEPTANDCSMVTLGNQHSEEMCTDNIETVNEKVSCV
An asterisk follows results filed as active; · = not tested or not shown; & = joins results of further samples.

SMILES	PDI turbidity	CaV13 ICDI inh	hiPSC survival	ABCB6 inh MLPCN	Vif inh	N-glyco inh	Granule exo inh	H9c2 protect	aDG glyco up	HTR2A ag
CCCC/C(O)=C1\C(=O)CC(C)(C)CC1=Nc1ccc(OC)cc1	-6	-7	-2.2	86	-4	-5	-1	2	0.1	-2
COc1ccc(Cc2nc3c4c(ncn3n2)Oc2c(ccc3ccccc23)C4c2ccc(OC)c(OC)c2)cc1 (configuration not stated)	-9	-2	-1.0	100	-1	-6	7	-2	-0.5	6
COc1ccc2oc(C(=O)Nc3nc4ccccc4[nH]3)c(C)c2c1	-2	-14	-0.6	97	3	-10	-1	-2	0.1	149*
CC[N+](C)(CC)CCC(c1ccccc1)C1CCCCC1 (configuration not stated)	2	-6	-0.7	110	-4	3	1	-9	-0.2	0
O=C(Nc1cccnc1)c1cc2cc(Br)ccc2o1	-9	-1	-0.5	98	6	-11	6	-12	0.0	-3
Cc1ccc2c(c1)c1c(n2CC(O)CN2CCC(C)CC2)CCCC1 (configuration not stated)	-2	-15	0.3	99	2	-4	3	-5	0.2	-4
CCC(Sc1nnnn1C)C(=O)Nc1ccc(C(C)=O)cc1 (configuration not stated)	0	-5	-4.7	99	13	1	7	2	-0.6	0
CN(C)CCNC(=O)COc1ccc(C23CC4CC(CC(C4)C2)C3)cc1	-10	-4	0.2	98	·	-3	10	-11	2.8	-7
CSCCC(NC(=O)OCc1ccccc1)NC(=O)OCc1ccccc1	·	-5	-0.6	100	·	-2	6	1	-0.3	4
COCCCNC(=O)CCSc1ccc(Cl)cc1	5	-4	2.6	97	·	0	-1	4	0.0	6
CC(CN1CCCCC1)OC(=O)c1ccc(Cl)cc1 (configuration not stated)	10	·	0.9	95	·	1	-1	2	-0.2	-9
COC(=O)CCSCC(=O)N1N=C(c2ccc(Br)cc2)CC1c1cccc(OC)c1OC (configuration not stated)	3	-5	0.3	95	-6	1	3	7	1.0	5
Cc1ccc[n+](CC(=O)c2ccc(Br)cc2)c1	-1	-21	-0.6	95	-5	0	-3	8	0.8	2
O=C(NCc1ccncc1)c1cccc(F)c1	8	-8	-0.4	102	·	2	-3	-1	0.1	-1
CC(OC(=O)c1cc2sccc2n1C)C(=O)NCc1cccs1 (configuration not stated)	-4	-11	-0.6	85	0	0	2	9	0.1	4
CCOC(=O)c1cc2cc3ccccc3cc2oc1=O	-20	0	1.4	101	-2	-3	2	1	0.1	-2
COc1cc2cc(CN(CCCO)S(=O)(=O)c3ccccc3Cl)c(=O)[nH]c2cc1OC	-1	-8	4.4	103	-9	1	0	10	0.0	5
S=C(Nc1ccccc1Cl)N1CCCC1	-7	-4	-1.1	96	-16	-1	-1	7	0.1	2
CCOC(=O)c1cnn(-c2nc3c(C)cccc3s2)c1C(F)(F)F	2	-3	-0.8	94	6	1	0	-10	-0.1	2
COc1ccc(N2C(=O)CN=C2Nc2cccc(C)c2C)cc1OC	-8	-1	-0.3	90	3	2	0	1	0.0	3
COC(=O)C1CCN(C(=O)C(C)Oc2ccc(Cl)cc2Cl)CC1 (configuration not stated)	3	-8	-0.8	101	-7	3	-2	-5	0.0	0
Cc1ccc(N(CC(=O)N2CCOCC2)S(C)(=O)=O)cc1Cl	-2	-6	0.8	98	9	3	-2	0	-0.1	7
COc1ccccc1N1CCN(C(=O)CSc2ncnc3scc(-c4ccccc4)c23)CC1	-19	-3	-0.5	107	-1	-7	5	18	0.6	-3
O=C(Nc1ccccc1-c1nnn(CC(=O)N2CCOCC2)n1)c1ccccc1F	2	6	0.3	93	-7	1	-2	-1	0.0	-3
COc1ccc(C(=O)/C=C/c2ccc(OCc3ccccc3)cc2)cc1CSCC(=O)O	21	-5	1.3	97	2	1	6	0	-0.2	2
CCOc1cc(NC(=O)c2cccs2)c(OCC)cc1NC(=O)c1ccccn1	5	-65	-0.5	102	·	-2	0	-1	0.0	3
N#Cc1c(N)nc2c(c1N)CC(CCl)O2 (configuration not stated)	-35	-6	-0.9	111	-6	1	-1	5	0.0	3
Cc1ccc(-c2nc(C(=O)NCC3CCCO3)cc3c2[nH]c2ccccc23)cc1 (configuration not stated)	·	·	3.0	100	-28	2	4	32	-0.4	7
O=C(NCC1CCCO1)c1ccc(NC(=O)c2cccc(Br)c2)cc1 (configuration not stated)	-6	-2	-0.2	98	11	-1	-3	1	0.0	-8
O=C1CC(N2CCc3ccccc32)C(=O)N1c1ccccc1 (configuration not stated)	-2	-14	-0.7	103	-5	2	-7	4	0.1	-1
COc1ccccc1C(=O)Nc1ccc2c(c1)CCCN2C(=O)c1ccccc1	10	-8	-0.4	105	2	-2	-4	4	9.6*	-6
C=CCOc1ccc(/C=N/NC(=O)CN2CCCCC2)cc1OC	-3	0	-0.5	95	-5	-3	9	9	0.1	0
Cc1cc(C)cc(OCC(=O)Nc2ccc(CN3CCCCC3)cc2)c1	-5	-2	-0.4	98	-3	-2	5	5	0.1	-1
O=C(N/N=C/c1cccnc1)c1cccc(Br)c1	8	7	0.3	99	6	0	0	0	0.2	-6
O=C(c1ccc(F)cc1)c1cc2ccccc2o1	-3	-5	-0.4	94	4	-1	-2	-7	3.5	-1
O=C1C2C(c3ccccc3)=NN(c3ccccc3)C2C(=O)N1c1ccccc1 (configuration not stated)	3	-3	-2.4	101	3	2	2	9	-0.1	4
CCOC(=O)C1=C(COC(=O)c2ccc(OC)c(S(=O)(=O)N3CCOCC3)c2)NC(=O)NC1C (configuration not stated)	-10	-16	-0.3	96	2	3	-8	7	-0.2	-3
Cc1c(NC(=S)NC(=O)C(C)(C)C)cccc1[N+](=O)[O-]	10	-5	5.3	98	-11	-2	-3	-6	0.1	1
C=CCn1c(C)nc2ccccc2c1=O	9	-7	-1.3	105	12	0	-2	8	0.3	0
COc1cc(/C=N/NC(=O)c2ccc(Cl)c(S(N)(=O)=O)c2)ccc1OCC(N)=O	4	-2	-0.4	91	5	-1	4	3	-0.1	0
COc1ccc(CN2C(=O)C(CC(C)C)Nc3ncnc(N4CCOCC4)c32)cc1 (configuration not stated)	5	-6	0.3	101	0	0	-4	-4	-0.1	0
CCCCN(C(=O)CCNC(=O)NC12CC3CC(CC(C3)C1)C2)c1c(N)n(CCCC)c(=O)[nH]c1=O	7	-7	-0.4	112	4	-4	9	2	-0.3	0
Cc1cc(OC(=O)N2CCOCC2)cc(C)c1Cl	-2	-3	2.3	139	1	0	-1	-8	-0.2	-3
COc1cc(OC)c(OC)cc1/C=C/c1cc(C(F)(F)F)[nH]c(=O)n1	-3	-7	0.0	118	49	-4	4	14	0.3	-3
CC1CC(C)CN(CCCCOc2ccc([N+](=O)[O-])cc2)C1 (configuration not stated)	0	-19	-2.1	104	-1	0	-1	3	0.0	-2
COc1cc(O)c(C(CC(=O)N2CCCC(C)C2)c2ccc(N(C)C)cc2)c(OC)c1 (configuration not stated)	6	-5	0.5	101	0	1	-9	8	0.0	-5
CC(C)(C)OC(=O)N1CCC(c2c(C(=O)NCC3CCN(C4CCCC4)C3)cnn2-c2ccc(F)cc2)CC1 (configuration not stated)	14	-2	-0.2	101	60*	-5	-3	-1	0.3	8
C/C(=N\O)c1cc(Cl)cc(Cl)c1O	0	-5	-0.6	89	-4	4	6	5	0.0	-3
CS(=O)(=O)c1ccccc1-c1nnc(-c2ccc(Cl)cc2)o1	2	5	0.2	97	6	1	3	6	-0.6	1
O=c1oc(-c2ccccc2)nc2c1C1(CCCCC1)Cc1ccccc1-2	-2	-6	1.3	105	5	0	-3	1	-0.4	-1
O=C(NCC1CCCO1)C1CCC(N2C(=O)c3ccccc3C2=O)CC1 (configuration not stated)	-6	-5	4.2	97	0	-3	1	-5	-0.3	6
CC(C)=CCN1CCC(n2nccc2NC(=O)c2ccccc2Cl)CC1	-1	-6	-0.4	106	14	-1	-8	6	0.0	-7
O=C(Cc1cccs1)N[C@@H]1c2ccccc2CC[C@@H]1OCc1ccccc1	2	-5	0.8	95	·	-1	0	1	0.1	-7
Cc1cccc(NC(=S)NNC(=O)CCn2cc(C)cn2)c1	-7	-8	-2.9	104	3	2	0	-1	0.1	-2
COc1cccc(C(=O)NOCc2ccccc2)c1OC	-1	-1	-0.1	101	-5	1	0	7	0.2	2
CCOC(=O)c1[nH]c2ccccc2c1NC(=O)COC	9	-10	-1.4	107	6	1	-8	5	0.1	2
Cc1nn(-c2cccc(Cl)c2)c2c1C(c1ccncc1)C(C#N)=C(N)O2 (configuration not stated)	-3	-6	-1.5	90	14	-1	0	-8	-0.4	4
CC(=O)N(NC(N)=O)C(C)CC(=O)C1C(C)C=CCC1(C)C (configuration not stated)	2	-4	-0.2	96	2	1	-8	-2	0.2	-2
O=C(/C=C/c1ccccc1)NC1CCS(=O)(=O)C1 (configuration not stated)	7	-18	1.6	100	1	3	4	5	-0.4	1
CN(Cc1ccccc1)C(=O)[C@@H]1CCCN1C(=O)[C@@H]1CCCN1C(=O)OC(C)(C)C	·	-10	-0.3	98	·	·	-2	·	0.1	1

Structures shown so far that contain two or more sulfur atoms:
SMILES	PDI turbidity	CaV13 ICDI inh	hiPSC survival	ABCB6 inh MLPCN	Vif inh	N-glyco inh	Granule exo inh	H9c2 protect	aDG glyco up	HTR2A ag
CC(OC(=O)c1cc2sccc2n1C)C(=O)NCc1cccs1 (configuration not stated)	-4	-11	-0.6	85	0	0	2	9	0.1	4
COc1ccccc1N1CCN(C(=O)CSc2ncnc3scc(-c4ccccc4)c23)CC1	-19	-3	-0.5	107	-1	-7	5	18	0.6	-3

Additional results follow.
SMILES	PDI turbidity	CaV13 ICDI inh	hiPSC survival	ABCB6 inh MLPCN	Vif inh	N-glyco inh	Granule exo inh	H9c2 protect	aDG glyco up	HTR2A ag
COc1ccc(S(=O)(=O)N2CCCCC2)cc1NC(=O)c1ccccc1	-1	-2	-0.3	94	-6	1	-3	-3	0.0	1
COc1ccc(NC(=O)C[C@H]2C(=O)N(c3ccc(Br)cc3)C[C@@H]2c2ccc(OC)cc2)cc1	6	-2	-1.0	98	·	-3	-6	-6	0.0	-2
CCOc1ccc(NS(=O)(=O)c2ccc(C(=O)NCC(c3ccccc3OC)N3CCCC3)cc2)cc1 (configuration not stated)	8	-7	-0.5	102	-4	-5	-2	-2	0.2	-10
CCOc1cc(-c2noc(CCCC(=O)NC3CCCCC3)n2)ccc1OC	2	-3	0.4	172	4	1	0	0	0.0	-1
CN1OC(CC(=O)O)N(c2ccc(Cl)cc2)C1=O (configuration not stated)	3	-4	2.0	142	13	-1	-1	-3	-0.3	1
COC(=O)c1ccc(CSc2nnc(CNC(=O)c3ccc(OC)cc3)o2)o1	-6	-5	-0.1	88	0	1	-2	-3	-0.2	1
C[n+]1c2n(c3ccccc31)N=C(c1ccccc1)CS2	9&-4	6	0.9&-1.1	96&96	-5	11&12	0&0	-9&-11	-0.4&0.0	-4&2

A section of the results above:
SMILES	PDI turbidity	CaV13 ICDI inh	hiPSC survival	ABCB6 inh MLPCN	Vif inh	N-glyco inh	Granule exo inh	H9c2 protect	aDG glyco up	HTR2A ag
CCOc1cc(-c2noc(CCCC(=O)NC3CCCCC3)n2)ccc1OC	2	-3	0.4	172	4	1	0	0	0.0	-1
CN1OC(CC(=O)O)N(c2ccc(Cl)cc2)C1=O (configuration not stated)	3	-4	2.0	142	13	-1	-1	-3	-0.3	1
